PI4K2A inh – PI4K2A (human) kinase inhibition; purified PI4K2A, ADP-Glo luminescence, 1 h; active compounds read low; activity change, negative = inhibition, % at 76.9 µM; 420,000 compounds, 0.13% hits; AID 1346378; in the data active = activity change below about -50%;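 note: -100% = wells without enzyme as full effect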
Target sequence (Q9BTU6 whole entry, looked up): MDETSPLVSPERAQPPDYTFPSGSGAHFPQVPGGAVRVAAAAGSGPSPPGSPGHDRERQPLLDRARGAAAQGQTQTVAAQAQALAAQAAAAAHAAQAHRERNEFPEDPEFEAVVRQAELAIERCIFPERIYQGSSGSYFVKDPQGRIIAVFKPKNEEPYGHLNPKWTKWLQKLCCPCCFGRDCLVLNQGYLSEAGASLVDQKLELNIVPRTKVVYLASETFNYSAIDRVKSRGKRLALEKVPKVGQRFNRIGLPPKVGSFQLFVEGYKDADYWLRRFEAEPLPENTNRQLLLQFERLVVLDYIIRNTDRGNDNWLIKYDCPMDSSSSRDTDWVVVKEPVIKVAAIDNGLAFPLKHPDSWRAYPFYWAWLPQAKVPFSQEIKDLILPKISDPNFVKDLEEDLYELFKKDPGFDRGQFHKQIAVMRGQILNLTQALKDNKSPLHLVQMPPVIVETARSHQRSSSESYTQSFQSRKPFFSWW
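ADP-Glo luminescence measured ADP generated by PI4K2A enzyme (4 ug/mL before mixing) with 1.2 mM PI substrate (pre-mix) and 300 microM ATP (pre-mix). Tris pH7.5 buffer with MgCl2, Triton X-100; 1 h reaction at ambient temperature.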
The depositor's hits bear a star. The list is partial; rates above refer to the full screens.

SMILES | PI4K2A inh
Cc1ccc(F)cc1C(=O)N1CCCCC1c1cc(C(=O)Nc2ccccc2)no1 (stereo unspecified) | 4
c1ccc(COc2cccc(-c3cc4nc(NCCc5ccncc5)ccn4n3)c2)cc1 | -4
COc1ccc(CN2C(=O)CCC2(C)c2nnnn2-c2ccc3c(c2)OCCO3)cc1OC (stereo unspecified) | 1
C=CCN(C)C(C#CCCCC)c1ccccc1 (stereo unspecified) | 2
CCC(=O)Nc1ccc2c(c1)OC[C@@H](C)NC[C@@H](C)[C@@H](OC)CN(C)C2=O | -1
COc1ccc2[nH]c3c(c2c1)CCN[C@]31C(=O)N(c2ccccc2)c2ccccc21 | 3
COC(=O)[C@@]12CCCCC=C1N(CCc1ccc(Cl)cc1)C(=O)[C@H]2CC(=O)NCCc1ccccc1OC | -1
CCOc1ccccc1C(=O)Nc1ccc2nc(C)[nH]c(=O)c2c1 | -5
CCOC(=O)C1CCN(C(=O)C(C)(C)NC(=O)Nc2ccc(F)c(F)c2)CC1 | -3
COc1ccc(OC)c(S(=O)(=O)NC(=O)C2(C)CCN2C(=O)C2(c3ccc(Cl)cc3)CC2)c1 (stereo unspecified) | 0
c1ccc(CNc2c(C3CCNCC3)nc3scc(-c4ccccc4)n23)cc1 | -4
Oc1ccc(C[C@H]2CNC(=S)N2CC2CCCN2C[C@H](Cc2ccccc2)N2C[C@H](Cc3ccc(O)cc3)N(CC3CCCCC3)C2=S)cc1 (stereo partly specified) | 0
O=C(CSc1nnc(-c2ccccc2)n1-c1ccccc1)NN=Cc1ccc(-c2ccccc2)cc1 | 0
CC(C)NC(=O)C1C(c2ccc(C(F)(F)F)cc2)=Nc2ccccc2N1C(=O)c1ccco1 (stereo unspecified) | 3
CC(C)(C)c1ccc(-c2noc(CCC(=O)NC3CC3)n2)cc1 | 1
COc1ccc(-c2csc(C(O)c3ccccc3)n2)cn1 (stereo unspecified) | -10
C[N+]1=C(N)N[C@@]2(C=C3CCCCC3n3c(=O)n(-c4ccccc4)c(=O)n32)C1 (stereo partly specified) | 17
COC(=O)[C@]12C[C@H](CC(=O)NCc3cccc4ccccc34)C(=O)N(CCC3=CCCCC3)C1=C[C@H](C(C)C)O[C@@H]2C1CC1 | -2
CCOC(=O)CC[C@@]1(C(=O)OCC)C[C@@H](CC(=O)N2CCN(C(=O)c3ccco3)CC2)C(=O)N2CCCC=C21 | -5
CC(N)C(=O)NC(C(=O)NC(C)C(=O)Nc1cccc2ccccc12)C(C)C (stereo unspecified) | -2
CCNC(=O)C1(C)CCCN(Cc2cccc3c(OC)cc(C(=O)OCC)cc23)C1 (stereo unspecified) | -4
COc1ccc(S(=O)(=O)N2CCC3CC2c2cc(-c4ccc5c(c4)OCO5)ccc23)cc1 (stereo unspecified) | 4
COc1cccc(CNC(=O)[C@@H]2CCCN2C(=O)[C@H]2CCCCN2C(=O)c2cccs2)c1 | 0
Cc1ccc2c(CN3CCN(c4ccccc4)CC3)cc(=O)oc2c1 | -2
COC(=O)[C@]12C[C@H](CC(=O)NCc3cccc4ccccc34)C(=O)N(CCc3ccc(OC)c(OC)c3)C1=C[C@H](C1CCCC1)O[C@@H]2C | -6
Cc1ccc(-c2ccc(CN3C(C(C)C)C(=O)N(Cc4cn(CCC5OCCO5)nn4)CCS3(=O)=O)cc2)c(C)c1 (stereo unspecified) | 0
COC(=O)C12C=C3CC(c4ccc(C(F)(F)F)cc4)=C3C(=O)N1Cc1[nH]c3ccccc3c1C2 (stereo unspecified) | -9
Cc1noc(C)c1S(=O)(=O)NC(=O)C1(C)CCN1C(=O)Cc1ccc(Cl)cc1Cl (stereo unspecified) | -6
COc1ccc(S[C@]2(C(=O)N(C)C)CC(=O)N[C@@H]2c2ccc(OC)cc2)cc1 | -1
CCc1nc2ccc(C(=O)NCc3cccs3)cn2c1N(C)Cc1nccs1 | 6
COc1ccc(CN(CCN2CCOCC2)C(=O)c2cccc(F)c2)cc1OC | -6
COc1cc(CN2C[C@@H](CO)O[C@@H](n3cnc4c(NCc5ccc(F)cc5)ncnc43)C2)cc(OC)c1OC | 0
COC(=O)C[C@@H]1C=C[C@@H](NC(C)=O)[C@@H](CO)O1 | -3
Cc1cccc(COC[C@H](Cc2ccccc2)N2CCN(C(=O)c3cccc(Cl)c3)CCC2=O)c1 | 4
Cc1cc(C)c2nc(-c3ccccc3)ccc2c1 | -1
Cc1nc2c(OCC(=O)C(C)(C)C)cccn2c1N(C)Cc1cccs1 | -2
CC(C)c1ccc(NC(=O)C2(C)Cc3c(-c4cccc(C(F)(F)F)c4)ccnc3O2)cc1 (stereo unspecified) | 2
COC(=O)c1c(N)[nH]c(C(=O)c2ccccc2)c1-c1ccc(Cl)cc1 | 1
COc1ccc(C=O)c(-c2c(-c3ccccc3OC)sc3ccccc23)c1 | 0
COc1ccc(C(C(=O)Nc2ccc(F)cc2)N2CCN(c3ccncc3)CC2)cc1 (stereo unspecified) | 2

In a second layout: entries from further up
PI4K2A inh	compound
-3	CCOC(=O)C1CCN(C(=O)C(C)(C)NC(=O)Nc2ccc(F)c(F)c2)CC1
0	COc1ccc(OC)c(S(=O)(=O)NC(=O)C2(C)CCN2C(=O)C2(c3ccc(Cl)cc3)CC2)c1 (stereo unspecified)
-4	c1ccc(CNc2c(C3CCNCC3)nc3scc(-c4ccccc4)n23)cc1
0	Oc1ccc(C[C@H]2CNC(=S)N2CC2CCCN2C[C@H](Cc2ccccc2)N2C[C@H](Cc3ccc(O)cc3)N(CC3CCCCC3)C2=S)cc1 (stereo partly specified)
0	O=C(CSc1nnc(-c2ccccc2)n1-c1ccccc1)NN=Cc1ccc(-c2ccccc2)cc1
3	CC(C)NC(=O)C1C(c2ccc(C(F)(F)F)cc2)=Nc2ccccc2N1C(=O)c1ccco1 (stereo unspecified)
1	CC(C)(C)c1ccc(-c2noc(CCC(=O)NC3CC3)n2)cc1
-10	COc1ccc(-c2csc(C(O)c3ccccc3)n2)cn1 (stereo unspecified)
17	C[N+]1=C(N)N[C@@]2(C=C3CCCCC3n3c(=O)n(-c4ccccc4)c(=O)n32)C1 (stereo partly specified)
-2	COC(=O)[C@]12C[C@H](CC(=O)NCc3cccc4ccccc34)C(=O)N(CCC3=CCCCC3)C1=C[C@H](C(C)C)O[C@@H]2C1CC1
-5	CCOC(=O)CC[C@@]1(C(=O)OCC)C[C@@H](CC(=O)N2CCN(C(=O)c3ccco3)CC2)C(=O)N2CCCC=C21
-2	CC(N)C(=O)NC(C(=O)NC(C)C(=O)Nc1cccc2ccccc12)C(C)C (stereo unspecified)
-4	CCNC(=O)C1(C)CCCN(Cc2cccc3c(OC)cc(C(=O)OCC)cc23)C1 (stereo unspecified)
4	COc1ccc(S(=O)(=O)N2CCC3CC2c2cc(-c4ccc5c(c4)OCO5)ccc23)cc1 (stereo unspecified)

Two consecutive records already listed:
SMILES | PI4K2A inh
CCNC(=O)C1(C)CCCN(Cc2cccc3c(OC)cc(C(=O)OCC)cc23)C1 (stereo unspecified) | -4
COc1ccc(S(=O)(=O)N2CCC3CC2c2cc(-c4ccc5c(c4)OCO5)ccc23)cc1 (stereo unspecified) | 4

More results
SMILES | PI4K2A inh
CCCc1nc2ccccc2n1C(C(=O)NC(C)(C)C)C1CC1 (stereo unspecified) | -1
CC(C)(N[C@@H](Cc1ccccc1)C(=O)NCC(c1ccccc1)c1ccccc1)C(=O)NC1CCCCC1 | 1
NC(Cc1ccc(C(F)(F)F)cc1)c1csc(Nc2cc(NCc3ccco3)ncn2)n1 (stereo unspecified) | -4
O=C(Nc1ccc2c(c1)OCO2)c1ccc2sc([C@@H]3O[C@H](CO)[C@@H](O)[C@H]3O)nc2c1 | 1
Cc1cc(=O)[nH]c(SCC(=O)Nc2cccc(C)c2C)n1 | 0
O=C(O)c1cn(C2CC2)c2cc(N3CCNCC3)c(F)cc2c1=O | 4
COC(=O)[C@@]12C[C@@H](CC(=O)N3CCCCC3)C(=O)N(Cc3ccccc3)C1=CCC(C)(C)C2 | -1
Cc1ccc(F)c(S(=O)(=O)NC(=O)C2(C)CCN2C(=O)c2ccc(C3CCCCC3)cc2)c1 (stereo unspecified) | 1
CCOC(=O)c1cccc(NC(=O)CN(C)S(=O)(=O)c2ccc(Br)s2)c1 | -3
COc1ccc(-c2coc3c(C(=O)Nc4ccc(OC)nc4)cccc23)c(C)c1 | -3
CCOc1ccc(-n2c(SCC(=O)c3ccc4ccccc4c3)nnc2-c2cccc(Cl)c2)cc1 | -4
O=S1(=O)CC(N2CCN(CCO)CC2)CN1Cc1cn(Cc2ccc(F)cc2)nn1 (stereo unspecified) | 3
CNC(=O)C1(C)Cc2c(-c3ccc4c(c3)OCO4)ccnc2O1 (stereo unspecified) | -5
O=C(Nc1ccc2c(c1)OCO2)C1Cc2c(-c3ccc(Cl)cc3)ccnc2O1 (stereo unspecified) | -5
CCNC(=O)C1(C)CCN(C(=O)c2ccccc2OC)C1 (stereo unspecified) | 4
COc1cccc(Cn2c(Cn3c(-c4cnccn4)nc4ccccc43)nc3ccccc32)c1 | 1
CC(C)NC(=O)c1cc(C2CCCCN2C(=O)c2ccc(C(C)C)cc2)on1 (stereo unspecified) | -4
O=C(c1cccc(Cl)c1)N1CCC(=O)N([C@H](COCc2ccccc2)Cc2ccccc2)CC1 | 0
CC(=O)Nc1ccc(CN2C(=O)C(C)(C)ON=C2c2ccc(C(F)(F)F)cc2)cc1 | -1
O=C(c1c[nH]c2ccccc12)N1CCC(Oc2cccnc2)CC1 | -2
NC(Cc1ccc(C(F)(F)F)cc1)c1csc(Nc2ncccn2)n1 (stereo unspecified) | 7
CCCOc1ccc(F)cc1-c1cc(C(=O)Nc2ccc(C)c(NS(C)(=O)=O)c2)[nH]n1 | 2
COc1ccc(-c2cnc3c(NC(C)=O)cc(-c4cc(F)ccc4OC)cn23)cc1OC | -12
COc1ccc(Cl)cc1-c1cc(C(=O)NCc2cc(C(F)(F)F)cc(C(F)(F)F)c2)[nH]n1 | 0
CC1(C)OC(=O)C2=C(C[C@@H](C3CCCCC3)O[C@H]2c2ccc(F)cc2)O1 | 2
Cc1cccc(C)c1NC(=O)C(c1ccncc1)n1c(=O)c(-c2ccccc2)nc2ccccc21 (stereo unspecified) | 1
OC[C@H]1O[C@@H](O[C@@H]2[C@@H](CO)O[C@](O)(CO)[C@H]2O)[C@H](O)[C@@H](O)[C@H]1O | 1
CC(=O)c1ccc(-c2cnc3c(NC=O)cc(-c4ccc(C(=O)N5CCOCC5)cc4)cn23)cc1 | -3
O=C(CSc1nc2ccccc2[nH]1)NN=Cc1c(F)cccc1Cl | -8
CC(C)c1cc(Cn2c3ccccc3c(=O)n2C(C)Cn2cc(-c3ccccc3)nn2)on1 (stereo unspecified) | -3
CCCC[C@H](C(=O)N(C)c1cccc(OC)c1)[C@@H](O)c1ccc2ccccc2c1 | -1
Nn1c(SCC(=O)NC2CCCCC2)nnc1-c1cc(-c2ccc(Cl)cc2)n[nH]1 | -9
O=C(Nc1ccccc1C(F)(F)F)OCCN1C(=O)CCC12CCC(c1ccccc1)CC2 (stereo unspecified) | -1
CCCCCn1nnnc1-c1nc2cc3ccccc3cc2[nH]c1=O | -6
CC(=O)c1cc2cccc(OC3(C)CCN(Cc4ccc5ccccc5c4)C3)c2o1 (stereo unspecified) | -2
FC(F)(F)c1cc(Cl)c2nc(-c3ccccc3)c(Cc3ccccc3)n2c1 | -2
CN1OC[C@@H]2CN(C(=O)NC3CCCCC3)[C@H](c3ccc(N4CCCCC4)cc3)C[C@@H]21 | 0
COC(=O)[C@]12C[C@H](CC(=O)NCc3ccc(C)o3)C(=O)N(CCC3=CCCCC3)C1=C[C@H](C1CCCC1)O[C@@H]2C | 1
C#CCNC(=O)C[C@@H]1C[C@@]2(C(=O)OCC)CCCC=C2N(Cc2ccc(Cl)cc2Cl)C1=O | 7
COC(=O)c1sccc1-n1cc2c(c1-c1ccccc1)c(=O)n(C)c(=O)n2C | -8
O=C(Nc1ccccc1F)O[C@@H]1CC[C@@]23CCCN2C(=O)CCC[C@H]3C1 | -1
O=C(CO)[C@@H](O)[C@H](O)[C@@H](O)CO | 2
O=c1[nH]c(=S)[nH]c2c1C(c1ccc(Cl)c(Cl)c1)OC(CCc1ccccc1)C2 (stereo unspecified) | -6
CCCCNC(=O)C1c2ccccc2OCC(=O)N1C1CC1 (stereo unspecified) | 2
CC(C)(C)c1ccc(-c2nnc3n2N=C(c2ccc4ccccc4c2)CS3)cc1 | 0
COc1ccc(C2=Nc3ccccc3N(C(=O)c3cccnc3)C2C(=O)NC(C)(C)C)cc1 (stereo unspecified) | 1
O=C1NC[C@@H](CCCCN2C[C@H](Cc3ccccc3)N(CCc3ccccc3)C(=O)C2=O)N(Cc2ccccc2)C1=O | -4
O=CNc1cc(-c2cccc(O)c2)cn2c(-c3ccc(F)cc3)cnc12 | -9
O=C(NCC(F)(F)F)c1csc([C@@H]2O[C@H](CO)[C@H](O)[C@H](O)[C@H]2O)n1 | -4
O=C(Nc1ccc(C(O)(C(F)(F)F)C(F)(F)F)cc1)c1ccc(Cl)cc1 | -2
Cc1ccc(CNC(=O)c2[nH]c(C(F)(F)F)nc2-c2ccccc2)cc1 | 7
CCCCNC(=O)C1(C)CCN1C(=O)c1cncc(Br)c1 (stereo unspecified) | -3
O=C(CC[C@H]1O[C@@H](n2ccc(=O)[nH]c2=O)[C@H](O)[C@@H]1O)N[C@H](Cc1ccccc1)C(=O)NCC1CCCO1 (stereo partly specified) | -1
Cn1ncc2cc3c(Nc4ccc(Cl)cc4)cccc3nc21 | -5
Cc1ccc(-c2nc3ccc(Cl)cn3c2Cc2cccc(Cl)c2)cc1 | 3
COC(=O)c1cc(NC(=O)NC2CCCCN(Cc3ccc(Cl)cc3)C2=O)cc(C(=O)OC)c1 (stereo unspecified) | -5
CCc1nc2ccc(C(=O)NCCOc3ccc(OC)cc3)cn2c1N(C)Cc1ccc(N(C)C)cc1 | -5
COc1ccc(CC(N)c2csc(NC(=O)C(c3ccccc3)c3ccccc3)n2)cc1 (stereo unspecified) | -7
COc1ccc(NC(=O)CCCNS(=O)(=O)c2ccc3[nH]c(=O)oc3c2)cc1OC | -1
O=C(NCC1CC1)C1Cc2c(-c3cccc(F)c3)ccnc2O1 (stereo unspecified) | 0
CC(C)(C)c1ccc(-c2nnc(SCC(=O)Nc3ccc4c(c3)OCCO4)n2-c2ccc(Cl)cc2)cc1 | -9
